# Sm TGR inh: qHTS Assay for the Inhibitors of Schistosoma Mansoni Peroxiredoxins | Schistosoma mansoni thioredoxin glutathione reductase (TGR), Q962Y6 | purified TGR, DTNB reduction, TNB absorbance 405 nm | Potency, µM (titrated, usually from 114 µM), without a hit: at the top dose activity change, negative = inhibition, most hits filed as inhibitors | 360,000 compounds, 3% hits | AID 485364, 2010; note: potency is the fitted concentration of half-maximal effect; % is set by controls: 0 for no effect and ±100 for the full control effect; nearly all actives have a fitted effect of over 60% in size
#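 TGR 20 nM + NADPH 100 uM (dispensed conc.), cpd preinc 15 min RT; start with NADPH (500 uM addition) then DTNB (15 mM addition). Kinetic TNB absorbance, 405 nm filter. Four-parameter Hill fit across titration.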
# Cycloheximide cs: Cycloheximide Counterscreen for Small Molecule Inhibitors of Shiga Toxin. cell reporter, cycloheximide protein synthesis inhibition counterscreen. max response, %. 300,000 compounds, 12% hits. AID 2314, 2010; in the data active = max response mostly above about 13%, no sharp cut-off; inactive = mostly below about 14%; note: read at 38.3 µM for the half of the compounds with a filed dose; 0% is about no effect
# Pf growth 48h: Primary qHTS for delayed death inhibitors of the malarial parasite plastid, 48 hour incubation; 310,000 compounds, 5.9% hits; AID 504832, 2011; Potency, µM (series often up to 28.7 µM), for the others: at the top dose activity change, negative = inhibition, usual class: inhibitors; P. falciparum luciferase growth in erythrocytes, 48 h; note: potency is the fitted concentration of half-maximal effect; % is set by controls: 0 for no effect and ±100 for the full control effect
#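 Growth was read as firefly luciferase luminescence after a 48 h, 37 C, 5% CO2 exposure of compounds to reporter-bearing P. falciparum cultures (0.1% parasitemia, 2% hematocrit final) in Albumax-supplemented RPMI 1640.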
# Pf growth 96h: Primary qHTS for delayed death inhibitors of the malarial parasite plastid, 96 hour incubation; P. falciparum luciferase reporter growth, 96 h; Potency, µM (top dose mostly 28.7 µM), inactives show at the highest dose activity change, negative = inhibition, actives largely listed as inhibitors; 320,000 compounds, 6.9% hits; AID 504834, 2011; note: potency is the fitted concentration of half-maximal effect; % is set by controls: 0 for no effect and ±100 for the full control effect
#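 Two-generation exposure (96 h) targets delayed-death phenotype. Reporter parasites carrying integrated firefly luciferase, in red cells at 2% hematocrit and 0.05% parasitemia final, kept at 37 C, 5% CO2; luminescence loss indicates inhibition.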
# Shiga inhibitor: A qHTS for Small Molecule Inhibitors of Shiga Toxin; inhibition, % at 38.7 µM; Vero cells, Shiga toxin protein synthesis inhibition reporter; 290,000 compounds, 9.2% hits; in the data active = inhibition mostly above about 28%, no sharp cut-off; inactive = mostly below about 43%; note: 0% is about no effect
# FBPA Giardia inh: qHTS Assay for Inhibitors of Fructose-1,6-bisphosphate Aldolase from Giardia Lamblia. A8B2U2. purified Giardia FBPA. Potency, µM (doses to about 59.6 µM), for inactives: at the highest dose activity, negative = inhibition, hits mostly inhibitors. 290,000 compounds, 0.71% hits; note: potency is the fitted concentration of half-maximal effect; % is set by controls: 0 for no effect and ±100 for the full control effect; nearly all actives have a fitted effect of over 55% in size
# Target sequence (A8B2U2 whole entry, looked up): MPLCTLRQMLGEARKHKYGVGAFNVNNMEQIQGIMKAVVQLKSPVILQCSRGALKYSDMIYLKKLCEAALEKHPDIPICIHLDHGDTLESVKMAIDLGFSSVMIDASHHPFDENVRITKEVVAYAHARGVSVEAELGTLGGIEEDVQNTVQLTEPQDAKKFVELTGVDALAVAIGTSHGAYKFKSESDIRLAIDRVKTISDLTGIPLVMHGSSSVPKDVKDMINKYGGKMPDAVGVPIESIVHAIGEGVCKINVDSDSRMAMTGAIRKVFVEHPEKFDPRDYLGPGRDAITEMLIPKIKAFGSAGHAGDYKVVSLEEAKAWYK
#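 Giardia FBPA (40 nM reagent) was preincubated 10 min at RT with compound (up to 57.5 uM final), then substrate plus GAPDH/TPI/NAD/arsenate coupling system with diaphorase/resazurin was added; resorufin fluorescence (525/598 nm) was read after 20 min.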
# Active calls of the source: *; ? = inconclusive; / = not tested or not shown; [ ] = remark or other dose. Unless noted, calls come from the whole dose curve; as a rule, active = well fitted curve in the direction sought with a large enough effect; inconclusive = small, poorly fitted or top-dose-only effect, or another doubt; inactive = no such curve, though single readings can be large; an effect the other way counts as inactive or inconclusive. Random draw from the library, and some 24% of all compounds hit somewhere here.
# Abbreviations – A = Sm TGR inh; B = Cycloheximide cs; C = Pf growth 48h; D = Pf growth 96h; E = Shiga inhibitor; F = FBPA Giardia inh
COc1ccc(CCNC(=O)COC(=O)COc2ccc(C#N)cc2)cc1
  A: -7%; B: -2; C: 1%; D: 6%; E: -3; F: 2%
CN(C)S(=O)(=O)c1ccc(N2CCCC2)c(C(=O)NCC(=O)Nc2ccc(F)c(F)c2)c1
  A: -2%; B: /; C: ?; D: ?; E: /; F: /
CN(C)Cc1ccccc1COc1ccccc1
  A: 32%; B: -1; C: 10%; D: 48%[activator]; E: 1; F: -15%
O=C(c1cnn2c(C(F)(F)F)cc(-c3cccs3)nc12)N1CCN(Cc2ccccc2)CC1
  A: -27%; B: -3; C: 2.3µM*; D: ?; E: -10; F: 1%
C[C@H](NS(=O)(=O)OCC(Cl)(Cl)Cl)C1CC1c1ccccc1 (stereo partly drawn)
  A: -15%; B: -2; C: 35%[activator]; D: 121%[activator]; E: -1; F: -7%
O=S(=O)(NCC(c1cccnc1)N1CCOCC1)c1ccccc1 (stereo not drawn)
  A: -5%; B: -7; C: 2%; D: 61%[activator]; E: 29; F: 3%
COc1cc(CN2CCN(CC#Cc3ccccc3)CC2CCO)cc(OC)c1 (stereo not drawn)
  A: ?; B: 8; C: -15%; D: ?; E: 20*; F: 7%
Cn1c(=O)c2sccc2n2c(CCCC(=O)NCCc3ccc(S(N)(=O)=O)cc3)nnc12
  A: -16%; B: -8; C: 7%; D: 16%; E: 5; F: 4%
Cc1ccc(-c2nn(-c3ccccc3)cc2/C=C/C(=O)Nc2nccs2)cc1
  A: -6%; B: -5; C: ?; D: ?; E: 4; F: 4%
COc1ccc(N2CCN(C(=O)CCCCCn3c(=S)[nH]c4cc5c(cc4c3=O)OCO5)CC2)cc1
  A: 5%; B: -3; C: ?; D: ?; E: -6; F: /
COc1ccccc1N1CCN(C(=O)CN2C(=O)c3ccccc3C2=O)CC1
  A: -2%; B: 11; C: 12%; D: 75%[activator]; E: 6; F: 4%
O=C(CSc1nc(O)cc(=O)n1C1CCCC1)Nc1cccc(Cl)c1Cl
  A: 0%; B: -2; C: ?; D: -65%[5.75 µM]; E: 0; F: 10%
CS(=O)(=O)NCC(c1cccnc1)N1CCN(c2ccc(F)cc2)CC1 (stereo not drawn)
  A: -11%; B: -1; C: 3%; D: -27%; E: 5; F: 6%
Cc1ccc(F)c(C2C3C=CCC(C)C3C(=O)N2Cc2ccccc2)c1 (stereo not drawn)
  A: /; B: -4; C: /; D: /; E: 8; F: -7%
CCC(Cc1ccccc1)NS(=O)(=O)c1ccc2c(c1)NC(=O)C(C)S2 (stereo not drawn)
  A: ?; B: -5; C: -32%; D: 15µM*; E: 18; F: /
CCOc1ccc(C(C)=O)cc1CSc1nnc(-c2ccoc2C)n1N
  A: 23%[11.4 µM]; B: 2; C: /; D: ?; E: 10; F: 3%
CSc1cc(N2CCOCC2)nc(-c2ccccc2Cl)n1
  A: -6%; B: -3; C: 3%; D: ?; E: -4; F: -4%
CCCNC(=S)Nc1c(C)n(C)n(-c2ccccc2)c1=O
  A: -26%; B: -3; C: 3%; D: 0%; E: -14; F: 0%
Nc1nc(Cl)cc(N2CCOCC2)n1
  A: 10%; B: -2; C: 38%[activator]; D: ?; E: -7; F: 2%
CC(C)N(C(=O)CSc1nnc(NC(=O)c2cccs2)s1)C(C)C
  A: 0%; B: -3; C: ?; D: 10µM*; E: -8; F: 17%
CCOC(=O)C1CCN(c2nc3cc(OC)ccc3cc2C#N)CC1
  A: -10%; B: 4; C: 2%; D: 151%[activator]; E: 20; F: -29%
Cc1ccc(S(=O)(=O)CC(=O)Nc2nnc(C)s2)cc1
  A: -9%; B: -6; C: -3%; D: -4%; E: -8; F: -12%
CCC1CCCCN1C(=O)COc1cccc2c1CCN(C)C2=O (stereo not drawn)
  A: -3%; B: 5; C: 9%; D: -12%; E: -5; F: 2%
C/C(=N\NC(=O)CCCNc1ccc(C)cc1)c1ccccn1
  A: -19%; B: -3; C: ?; D: ?; E: -4; F: 9%
CC(C)n1cnc2c(Nc3cccc(F)c3)nc(NCCO)nc21
  A: 6%; B: 19*; C: ?; D: ?; E: 25; F: -8%
O=C(NCCNC1CCC(c2ccccc2)CC1)c1ccc(F)cc1 (stereo not drawn)
  A: /; B: -3; C: ?; D: ?; E: 11; F: ?
CCCOc1ccc(/C=N/NC(=O)CSCc2ccc([N+](=O)[O-])cc2)cc1OCC
  A: -7%; B: -3; C: -17%; D: -4%; E: -18; F: 2%
CCCCn1c(N)c(N(CC(C)C)C(=O)c2ccc(Br)s2)c(=O)[nH]c1=O
  A: -3%; B: -5; C: 1%; D: -4%; E: -4; F: 12%
COc1ccc(/C=C2/SC(=S)N(NS(=O)(=O)c3ccc(C)cc3)C2=O)cc1
  A: -10%; B: -5; C: 2%; D: 11%; E: -5; F: ?
Cc1ccc(NC(=O)CN2C(=O)CCS(=O)(=O)c3ccccc32)cc1Cl
  A: -35%; B: -3; C: 9%; D: -13%; E: -8; F: 6%
CCNC(=S)NCCN1CCCCC1
  A: 4%; B: -2; C: /; D: 12µM*; E: -13; F: -8%
O=C(O)c1ccc(N/N=C/c2ccc(-c3ccc(Cl)cc3Cl)o2)cc1
  A: 4%; B: 39*; C: 66%[activator]; D: 30%[activator]; E: 111*; F: 9%
COc1ccc(/C=C/c2c(-c3ccc(OC)cc3)sc3ccc(N4CCOCC4)cc23)cc1
  A: 6%; B: -3; C: ?; D: ?; E: 3; F: -10%
COc1cc(OC)c(OC)cc1/C=N/NC(=O)c1cccc(S(=O)(=O)N2CCOCC2)c1
  A: -2%; B: 9; C: -2%; D: 27%; E: 8; F: -3%
Cc1ccccc1NC(=O)C1CC(Cl)=CCC1C(=O)O (stereo not drawn)
  A: 1%; B: 1; C: 0%; D: ?; E: -6; F: 7%
O=C(COC(=O)c1ccc(F)c(S(=O)(=O)N2CCOCC2)c1)NC1CCCCC1
  A: -1%; B: /; C: ?; D: ?; E: /; F: /
O=C(COC(=O)c1cccc(F)c1)Nc1cccnc1Cl
  A: -8%; B: 12; C: -5%; D: 45%[activator]; E: 14; F: 0%
N#Cc1ccc(OCc2noc(-c3ccsc3)n2)cc1
  A: 9%; B: 8; C: 151%[activator]; D: 60%[activator]; E: 16; F: 1%
O=C(CSc1nc2ncccc2[nH]1)NCc1ccco1
  A: ?; B: 1; C: 16%; D: ?; E: -9; F: /
COCCNC(=O)c1ccccc1-c1nc(-c2ccccc2OC)no1
  A: -30%; B: 15*; C: 31%[activator]; D: ?; E: 35; F: -6%
CCc1ccccc1N1CN(Cc2ccco2)CNC1=S
  A: -1%; B: -3; C: ?; D: ?; E: -5; F: -3%
O=C(O)c1cc(S(=O)(=O)NCCN2CCNC2=O)ccc1O
  A: 3%; B: 0; C: -9%; D: -1%; E: -9; F: /
Cc1cc(C)n(C(=O)CCCCCCCCC(=O)n2nc(C)cc2C)n1
  A: -28%; B: 4; C: 16%; D: ?; E: -17; F: 2%
CCCCCCC(=O)Nc1ccc(Cl)cn1
  A: 6%; B: 32*; C: 59%[activator]; D: /; E: 100*; F: 2%
Cc1ccc2cc3cc(C(=O)NCc4ccc5c(c4)OCO5)oc3nc2c1
  A: -2%; B: -3; C: 0%; D: 3.7µM*; E: -5; F: 0%
COc1ccc(CCNC(=O)c2ccc(OC)c(OC)c2)cc1OC
  A: 20%; B: 0; C: 6%; D: 18%; E: -2; F: 14%
CCn1c(SCC(=O)Nc2ccc(OC)cc2)nc2nc3c(cc2c1=O)COC(C)(C)C3
  A: 5%; B: 1; C: ?; D: ?; E: -7; F: -12%
CC(C)(C)C1=NN(C(=O)c2ccccc2)C(O)(C(C)(C)C)C1 (stereo not drawn)
  A: 9%; B: 13*; C: 44%[activator]; D: ?; E: 34*; F: 0%
O=C(CCCOc1ccc(Cl)cc1Cl)N/N=C/c1ccco1
  A: -28%; B: 10; C: 3%; D: ?; E: -3; F: -17%
Cc1ccc2cc(CN(CC(C)C)S(=O)(=O)c3cccc4nonc34)c(=O)[nH]c2c1
  A: -2%; B: -11; C: ?; D: 10µM*; E: -7; F: /

# The list goes on.
# Abbreviations – A = Sm TGR inh; B = Cycloheximide cs; C = Pf growth 48h; D = Pf growth 96h; E = Shiga inhibitor; F = FBPA Giardia inh
CCOc1ccc(/C=C(\C#N)C(=O)c2c(C)[nH]c3ccccc23)cc1OC
  A: 2%; B: -3; C: -1%; D: 13%; E: -5; F: -9%
Cc1ccc(C(=O)C2CCN(CC(=O)Nc3ccc(N(C)C)cc3)CC2)cc1
  A: -2%; B: -2; C: ?; D: ?; E: -5; F: -4%
CC(C)CC(=O)Nc1ccc(C(=O)NN2C(=O)c3ccccc3C2=O)cc1
  A: 0%; B: -5; C: 4%; D: -27%; E: -5; F: 1%
Cc1[nH]c2ccccc2c1C(=O)CSc1ncn[nH]1
  A: 7%; B: -2; C: 12%; D: 14%; E: 9; F: -15%
Clc1ccccc1-c1nnc2sc(C3COc4ccccc4O3)nn12 (stereo not drawn)
  A: 1%; B: 13; C: ?; D: ?; E: 25; F: 5%
CC(C)c1ccccc1OCCCN1CCCC1
  A: -1%; B: -2; C: 86%[activator]; D: ?; E: -21; F: ?
CC12CCC(=O)N1C(C(=O)Nc1nc(-c3ccc(F)cc3)cs1)CS2 (stereo not drawn)
  A: -9%; B: /; C: ?; D: -2%; E: /; F: /
CC(=O)N1CCN(S(=O)(=O)c2ccc3c(c2)CCC(=O)N3)CC1
  A: -9%; B: /; C: 27%; D: 98%[activator]; E: /; F: /
O=S(=O)(/C=C/c1ccccc1)Oc1ccccc1
  A: -22%; B: 28*; C: /; D: 3.3µM*; E: 21; F: 6%
Cc1csc(SC(C)C(=O)NCC2CCCO2)n1 (stereo not drawn)
  A: 0%; B: /; C: 10%; D: -5%; E: /; F: /
Oc1c(C(Nc2ccccn2)c2ccccn2)ccc2cccnc12 (stereo not drawn)
  A: 22µM*; B: -4; C: 2.9µM*; D: /; E: -13; F: ?
COc1ccc2[nH]c(=O)c(CN(Cc3cccnc3)Cc3nnnn3CC3CCCO3)cc2c1 (stereo not drawn)
  A: -12%; B: -5; C: ?; D: ?; E: -6; F: -11%
CC(Oc1ccccc1Cl)C(=O)Nc1ccc(S(=O)(=O)Nc2nccs2)cc1 (stereo not drawn)
  A: -4%; B: /; C: -27%; D: 4%; E: /; F: /
Clc1ccc2nc(-c3ccccc3)nc(C(Cl)Cl)c2c1
  A: -10%; B: 6; C: 10µM*; D: ?; E: 19; F: 2%
Cc1ccc(NC(=O)Cn2cnc3sc(C(=O)NCCN(C)C)c(C)c3c2=O)cc1Cl
  A: -1%; B: -2; C: ?; D: 12µM*; E: -4; F: 1%
Cc1nc2ncnn2c(C)c1Cc1cccc(F)c1
  A: /; B: -3; C: -11%; D: 3%; E: 3; F: 2%
Cc1[nH]c2ccccc2c1C(=O)C(=O)N1CCCc2ccccc21
  A: 8%; B: 50*; C: ?; D: 10µM*; E: 64*; F: -30%
COc1ccc(/C(N)=N/OC(=O)c2ccc(C)c([N+](=O)[O-])c2)cc1OC
  A: -14%; B: -3; C: /; D: /; E: -1; F: 3%
